zVAD death inh: inhibitors of zVAD-triggered necroptosis, primary screen, L929 cells | actives 0.38% (n = 220,000) | L929 zVAD necroptosis rescue, ATP luminescence, 24 h; with zVAD 60 µM | viability rescue, % at 10 µM | AID 1377, 2008;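 active = activation, scaled between plate controls, above about 75%, limit read from the data; inactive = activation under that limit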;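 note: 0% = zVAD with DMSO and 100% = DMSO alone without zVAD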
PERK inh: block of dimerizer-induced PERK translation repression, primary screen, PERK inhibitor project, CHO PERK-DD cells, SEAP luminescence, HTS | AID 1416, 2008 | CHO PERK-DD fusion, SEAP luminescence translation reporter | inhibition, % at 5.6 µM | actives 0.17% (n = 220,000);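 active = inhibition above the mean inhibition of all tested compounds plus 3 SD, set separately per screening campaign, cut at about 2.9% in these data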;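 note: PERK kinase domain activated by AP20187 dimerizer at 100 nM; 0% = DMSO with dimerizer and 100% = rapamycin at 8.4 µM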
Target sequence (Q9NZJ5 whole entry, looked up, the tested form may be a part): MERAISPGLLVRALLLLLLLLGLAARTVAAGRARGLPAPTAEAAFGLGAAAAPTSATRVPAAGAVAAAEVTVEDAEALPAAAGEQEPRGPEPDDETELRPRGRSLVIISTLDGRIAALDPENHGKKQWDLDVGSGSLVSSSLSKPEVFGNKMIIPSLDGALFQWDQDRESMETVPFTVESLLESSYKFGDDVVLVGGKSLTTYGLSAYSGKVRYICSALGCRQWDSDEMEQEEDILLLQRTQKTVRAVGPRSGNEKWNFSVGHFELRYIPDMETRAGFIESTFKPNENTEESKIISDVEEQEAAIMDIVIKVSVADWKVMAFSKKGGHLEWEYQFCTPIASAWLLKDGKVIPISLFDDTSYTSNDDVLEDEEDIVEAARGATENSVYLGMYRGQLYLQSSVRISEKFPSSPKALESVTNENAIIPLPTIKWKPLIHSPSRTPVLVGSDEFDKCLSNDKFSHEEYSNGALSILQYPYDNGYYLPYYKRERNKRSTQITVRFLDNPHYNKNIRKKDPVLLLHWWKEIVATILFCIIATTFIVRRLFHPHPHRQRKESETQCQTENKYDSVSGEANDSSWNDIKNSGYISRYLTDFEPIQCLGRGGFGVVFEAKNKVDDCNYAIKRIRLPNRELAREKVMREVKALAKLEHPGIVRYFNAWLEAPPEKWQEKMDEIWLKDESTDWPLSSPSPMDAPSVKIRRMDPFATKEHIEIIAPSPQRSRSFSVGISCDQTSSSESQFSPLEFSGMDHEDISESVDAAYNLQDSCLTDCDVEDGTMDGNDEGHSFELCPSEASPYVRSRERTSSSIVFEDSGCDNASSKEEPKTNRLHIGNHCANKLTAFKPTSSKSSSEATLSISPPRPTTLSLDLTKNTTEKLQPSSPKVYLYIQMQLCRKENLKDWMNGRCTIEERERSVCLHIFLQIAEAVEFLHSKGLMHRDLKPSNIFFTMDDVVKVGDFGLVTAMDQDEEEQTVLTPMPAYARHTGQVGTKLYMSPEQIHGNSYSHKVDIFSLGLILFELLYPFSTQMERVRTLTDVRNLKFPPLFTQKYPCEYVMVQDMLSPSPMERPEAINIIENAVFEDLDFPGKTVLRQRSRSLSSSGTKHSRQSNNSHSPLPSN
Calpain2 inh: inhibitors of pig calpain II, primary screen, biochemical, fluorogenic peptide substrate, 1536-well. inhibition, % at 16 µM. AID 1236, 2008. purified calpain II, 30 min. actives 0.37% (n = 220,000);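 active = inhibition above about 50%, limit read from the data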
EBV gp42 inh: Epstein-Barr virus gp42 inhibitors, primary screen, biochemical, uHTS, fluorescence polarization | actives 0.42% (n = 220,000) | inhibition, % (tested at 21.74 µM) | Fluorescence polarization binding assay, mP read-out | Glycoprotein 42 (Epstein-Barr virus (strain AG876)), Q1HVG2; in the data active = inhibition above about 50%
Mdm2 ligase inh: MDM2-luciferase reporter signal enhancers, primary screen, MDM2 E3 ligase inhibitor project, cell-based, luminescence, 1536-well; signal enhancement, % at 5 µM; cell-based MDM2 ubiquitination luciferase reporter, 2 h; 0 = plate control, 100 = twice control, blank-subtracted; actives 0.11% (n = 210,000);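 active = signal enhancement of 30% or more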;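 note: luminescence tracks abundance of the self-degrading MDM2-luciferase fusion protein; higher signal means inhibition of MDM2 E3 ligase activity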
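Buffer or medium: Cells held in DMEM | Assay system: Stable mammalian line carrying autodegrading MDM2–luciferase fusion reporter | Quantity: 2000 cells/well | Times: 4 h settle plus 2 h compound, 37 °C | Doses: One concentration, 5 µM, with 0.2% DMSO | Technique: Luminescence with SteadyLite reagent, 15 min at room temperature | Benchmarks: Plate controls and plate blanks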
Rad51 HR inh: human RAD51 strand exchange inhibitors, primary screen, biochemical, fluorescence. DNA repair protein RAD51 homolog 1 (Homo sapiens), Q06609. hRad51 DNA strand exchange, fluorescence dequenching. inhibition, % at 10 µM. actives 0.085% (n = 200,000);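 active = inhibition above 40% at the single screening dose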;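 note: 0% = DMSO control wells and 100% = blanks with heterologous ssDNA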
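material = hRad51 filaments on single-stranded DNA | timing = filaments 15 min 37 °C, then compound 30 min | signal = FRET fluorescence dequenching, excitation 485 nm, emission 520 nm | benchmarks = control wells and blank wells on each plate | evaluation = percent inhibition relative to plate controls and blanks | compound = 10 µM final, single point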
TNF death inh: inhibitors of TNF-alpha triggered necroptosis, primary screen, cell-based, Jurkat FADD-/-, single concentration; Jurkat FADD-/- TNF necroptosis rescue, ATP luminescence, 24 h; 0 = TNF only, 100 = no-TNF cells; activation (protection from cell death), % at 10 µM; actives 0.068% (n = 220,000);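 active = activation, meaning protection from cell death, of at least 50% relative to plate controls; inactive = activation below 50%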;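 note: necroptosis triggered by 40 ng/mL TNF-alpha added together with compound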
eIF4E 4G PPI: eIF4E–eIF4G protein interaction inhibitors, primary screen, biochemical, uHTS, TR-FRET, eIF4GI fragment; Eukaryotic translation initiation factor 4E (Mus musculus) + Eukaryotic translation …; TR-FRET eIF4E-eIF4GI(517-606) binding, 2 h; inhibition, % at 21.7 µM; actives 0.37% (n = 220,000);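 active = inhibition above about 30%, limit read from the data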;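 note: 0% = full FRET control wells and 100% = background wells lacking eIF4GI fragment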
Cl transport mod: KCC2 cotransporter modulators, thallium flux, primary screen, cell-based, HEK293 KCC2, FluoZin-2 fluorescence, MLSMR | actives 2.2% (n = 190,000) | KCC2 cells, thallium flux FluoZin-2 fluorescence | AID 1456, 2008 | Solute carrier family 12 member 5 (Homo sapiens), Q9H2X9 | B-score of Tl+ flux slope (higher = more flux/activation; lower = inhibition) at 10 µM;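 active = thallium flux slope and its plate-corrected score both differing from the plate sample mean at a set confidence after two filtering rounds, in either direction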;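 note: slope of fluorescence scaled to starting intensity during 10 to 20 s after thallium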
* = called active by the depositor; x = no result given; [ ] = dose if it differs, or a comment.

SMILES | zVAD death inh | PERK inh | Calpain2 inh | EBV gp42 inh | Mdm2 ligase inh | Rad51 HR inh | TNF death inh | eIF4E 4G PPI | Cl transport mod
O=C1C(C=NCc2cccnc2)=C(O)c2ccccc21 | 0.1 | -0.6 | 3 | 1 | -48 | -7 | 2.0 | 4[fluorescence artefact?] | x
COc1cccc(C(=O)N(Cc2ccc3c(c2)OCO3)Cc2nc3ccccc3c(=O)[nH]2)c1 | 0.4 | 0.2 | -3 | -14 | -9 | 2 | -1.5 | x | x
COC(=O)Cc1c(C)nc2nc(Cc3ccccc3)[nH]n2c1=O | -0.2 | 0.8 | 28 | -10 | -13 | 5 | -0.6 | 1 | 0.46
COc1ccc(/C=N\NC(=O)c2nn(C)cc2Cl)cc1CN1CCOCC1 | 0.9 | -0.4 | 0 | 7 | -3 | 1 | 1.5 | -10[fluorescence artefact?] | 0.49
CCOC(=O)Nc1ccccc1C(=O)N1CCOCC1 | 1.5 | 1.2 | 9 | 15 | -4 | -10 | 0.0 | 1 | 1.9
Cc1ccc(S(=O)(=O)n2[nH]c(=O)cc2NC(=O)c2cccs2)cc1 | -0.5 | 0.1 | 43 | 3 | x | -1 | 0.8 | 1 | -0.83
S=c1[nH]nc(-c2ccco2)n1/N=C/c1cccs1 | -0.7 | 0.9 | 10 | -29 | -1 | 2 | 0.4 | 8 | 2.3
O=C(Cn1nc(-c2ccccc2)nc1-c1ccccc1)N1CCOCC1 | 0.1 | -0.5 | 3 | 4 | -17 | -4 | -0.5 | 4[fluorescence artefact?] | -0.3
O=[N+]([O-])c1ccc(S(=O)(=O)NCCc2cn3ccccc3n2)cc1 | x | 0.4 | -6 | -11 | x | -3 | 2.5 | 5 | -0.63
CCOC(=O)c1ccc2c(c1)nc(SC/C(O)=C(\C#N)c1nc3ccccc3[nH]1)n2CC | 1.5 | -0.1 | -58 | -27 | -18 | -1 | 0.7 | -29 | 0.98
Cc1ccccc1/C=N/n1c(-c2cc(-c3ccccc3)n[nH]2)n[nH]c1=S | 0.3 | -1.4 | 27 | -1 | x | 1 | -0.9 | 3 | -0.084
COCCCN1C(=O)c2ccc(C(=O)O)cc2C1=O | 0.0 | 1.6 | -11 | -13 | -6 | -2 | -0.4 | 0[fluorescence artefact?] | 0.47
CS(=O)(=O)N1CCN(C(=S)NCc2ccc(F)cc2)CC1 | 0.0 | 0.3 | 17 | 3 | -7 | -2 | 1.1 | -2 | 0.34
CCOc1ccc(CC(C(N)=O)C(N)=O)cc1CN(C)C | 0.1 | 0.6 | 17 | -20 | 3 | -4 | -1.7 | 1[fluorescence artefact?] | 0.47
CCOc1cc2c(Cl)ncnc2c(OCC)c1OCC | 0.6 | -0.8 | 23 | 0 | 3 | -5 | 1.6 | 9 | -0.48
CC(C)CCOc1cccc(OCC(=O)NC2CCS(=O)(=O)C2)c1 (stereo unspecified) | 0.6 | -1.1 | -14 | -26 | -3 | -9 | -1.2 | 5[fluorescence artefact?] | x
Cc1ccc(N2C(=O)[C@@H]3[C@H](C2=O)C2c4ccccc4C=CN2[C@@H]3C(=O)c2ccco2)cc1 (stereo partly specified) | 0.0 | 0.0 | -36 | 54* | -5 | -13 | -0.9 | 1 | x
CCOc1ccccc1-n1c(SCC(=O)N2CCOCC2)nnc1-c1ccccn1 | 0.7 | -0.2 | 7 | -16 | -3 | 5 | -2.6 | -5 | -0.46
CCCCCC(C)NC(=S)NC(=O)c1cc(S(=O)(=O)N2CCOCC2)ccc1C (stereo unspecified) | 0.3 | -0.6 | 13 | 8 | -5 | x | -2.4 | -2 | 0.0052
Fc1cccc(/C=N/Nc2ccccn2)c1 | 76* | 1.3 | -3 | -9 | -12 | 0 | 20 | 4 | -0.66
O=C(O)CC(NC(=O)C12CC3CC(CC(C3)C1)C2)c1cccc([N+](=O)[O-])c1 (stereo unspecified) | -1.3 | 0.3 | -14 | -10 | -14 | -10 | -0.9 | -2 | 0.11
COc1cccc(CNC(=O)C2CCN(c3cnccn3)CC2)c1 | -0.3 | 0.7 | -16 | -12 | 4 | 11 | 0.6 | 0 | 0.024
O=C(Cn1nnc(-c2ccccc2)n1)NCc1ccc2c(c1)OCO2 | -0.3 | 0.8 | -39 | -4 | 1 | 1 | -1.9 | 4[fluorescence artefact?] | -1.9
CC(=O)N(CCN1CCOCC1)Cc1cc2cc3c(cc2nc1Cl)OCO3 | 0.7 | 0.5 | -17 | -10 | -31 | 3 | 0.3 | -3 | 0.41
O=C1NC[C@H](c2ccccc2)N(CCc2cc(C(F)(F)F)cc(C(F)(F)F)c2)C1=O | 0.4 | x | 14 | -19 | -11 | -2 | 2.1 | 1 | -0.3

Complete entries from above.
Fc1cccc(/C=N/Nc2ccccn2)c1 is entered as zVAD death inh: 76*; PERK inh: 1.3; Calpain2 inh: -3; EBV gp42 inh: -9; Mdm2 ligase inh: -12; Rad51 HR inh: 0; TNF death inh: 20; eIF4E 4G PPI: 4; Cl transport mod: -0.66
CC(C)CCOc1cccc(OCC(=O)NC2CCS(=O)(=O)C2)c1 (stereo unspecified) is entered as zVAD death inh: 0.6; PERK inh: -1.1; Calpain2 inh: -14; EBV gp42 inh: -26; Mdm2 ligase inh: -3; Rad51 HR inh: -9; TNF death inh: -1.2; eIF4E 4G PPI: 5[fluorescence artefact?]; Cl transport mod: x

Next section:
SMILES | zVAD death inh | PERK inh | Calpain2 inh | EBV gp42 inh | Mdm2 ligase inh | Rad51 HR inh | TNF death inh | eIF4E 4G PPI | Cl transport mod
O=C(CSc1nc2nc(-c3cccs3)cc(C(F)(F)F)c2c(=O)[nH]1)Nc1c(F)c(F)c(F)c(F)c1F | 3.5 | 1.1 | -146 | 2 | -3 | 1 | -0.6 | 0 | -2
CCOC(=O)C1(CC2CCCCO2)CCN(Cc2ccccc2-c2ccco2)CC1 (stereo unspecified) | 0.2 | -0.2 | -23 | -17 | 4 | -2 | 0.1 | -2 | -1.4
N#Cc1nc(Cc2cccc3ccccc23)oc1N1CCOCC1 | -0.1 | -1.1 | -5 | 2 | 0 | -7 | -6.0 | 0 | -6*
COc1ccc(OCc2cccc(C(=O)Nc3ccc(CN4CCCCC4)cc3)c2)cc1 | 1.6 | -0.8 | -18 | 1 | -3 | -33 | 1.0 | -1 | -0.57
Nc1n[nH]c(N)c1N=Nc1ccccc1 | -2.4 | 0.8 | 0 | -15 | -8 | 16 | -4.2 | -1 | 0.35
O=C(NNS(=O)(=O)c1ccccc1)C1CC(c2cccnc2)=NO1 (stereo unspecified) | -0.3 | -0.3 | -4 | -2 | 6 | 11 | -0.7 | 1 | 0.52
CC(C)(C)c1csc(Sc2ncccc2[N+](=O)[O-])n1 | -0.5 | -0.2 | 3 | -7 | -6 | -4 | 5.4 | -2 | -1.2
Brc1ccccc1Cn1c(-c2cncs2)nc2ccccc21 | -0.6 | -1.3 | 29 | 4 | -10 | -8 | -2.2 | 2 | 0.3
O=C(CSc1nnc(-c2ccccn2)n1Cc1ccccc1)Nc1ccc2c(c1)OCO2 | 0.2 | -0.5 | -33 | -7 | -5 | -6 | -1.6 | 3[fluorescence artefact?] | -0.68
CCOc1ccccc1OCCOc1ccc(F)cc1 | -0.1 | 1.1 | 34 | -7 | -19 | -1 | -1.2 | 1 | x
COC(=O)NC(NC(=S)Nc1cccc(C)c1)C(Cl)(Cl)Cl (stereo unspecified) | 0.9 | 0.4 | 32 | -7 | 5 | 1 | -0.3 | 0 | -0.0062
Cc1ccc(S(=O)(=O)CCC(=O)Nc2nccs2)cc1 | -0.2 | 0.6 | -25 | -19 | -22 | -2 | 6.7 | 2 | 0.18
O=C(CCC(=O)N(CC(=O)NC1CCCC1)C1CCCCC1)Nc1ccccn1 | 6.4 | 1.0 | -10 | -18 | 2 | 1 | 1.3 | 0 | 0.18
COc1cccc(C(=O)Nc2c3c(nn2-c2cccc(C)c2C)CS(=O)(=O)C3)c1OC | -0.3 | -0.9 | -6 | -6 | -6 | -2 | -2.3 | 1 | x
CN(C)/N=C/c1cn(-c2ccccc2)nc1-c1cccnc1 | 0.0 | 0.4 | 6 | -7 | -31 | 5 | -1.0 | 1 | 1.4
COCCn1c(SCC(=O)N2CCCc3ccccc32)nnc1-c1ccco1 | -0.5 | -0.9 | 16 | -2 | -4 | 1 | -1.2 | -1 | 0.78
Cc1nc2ccc(S(=O)(=O)N(C)CC(=O)NCc3ccc4c(c3)OCO4)cc2s1 | 1.8 | -0.5 | -20 | -6 | -20 | -6 | -2.2 | 3[fluorescence artefact?] | x
COc1ccccc1NS(=O)(=O)c1cc(C(=O)NCCC(C)C)ccc1F | 5.2 | 0.8 | 20 | -4 | -7 | -4 | 0.6 | 4 | 1.1
Cc1nn(C)cc1CNC(=O)Nc1ccc(Cl)c(Cl)c1 | 0.0 | -0.6 | -16 | 4 | -4 | 3 | 2.0 | 2 | x
Cc1ccc(C(=O)N/N=C2\SCC(=O)N2c2cc(C)ccc2C)cc1 | -0.4 | -0.2 | 14 | -6 | x | -1 | -0.5 | -3[fluorescence artefact?] | -1.9
CCOC(=O)C1(CC2CCCCO2)CCN(S(=O)(=O)c2ccccc2)CC1 (stereo unspecified) | 35 | -0.4 | 10 | -5 | 9 | 8 | 0.7 | 2 | 0.078
CCOCCCNC(=O)C1CCN(C(=O)Nc2ccc(C)cc2)CC1 | -0.1 | -0.5 | -4 | -20 | x | -4 | 0.2 | 4 | -0.7
CCNC(=O)CN1C(=O)NC(CCc2ccccc2)C1=O (stereo unspecified) | 0.1 | 1.0 | -15 | -26 | -21 | -8 | -0.6 | -1 | 0.036
COc1ccc(S(=O)(=O)NCCC(=O)NC2CCCCCCC2)cc1 | 81* | -1.0 | 12 | -20 | -8 | -1 | 0.4 | 0 | 0.073

Shown as tab-separated lines: 2 of the compounds above.
Structure	zVAD death inh	PERK inh	Calpain2 inh	EBV gp42 inh	Mdm2 ligase inh	Rad51 HR inh	TNF death inh	eIF4E 4G PPI	Cl transport mod
CCCCCC(C)NC(=S)NC(=O)c1cc(S(=O)(=O)N2CCOCC2)ccc1C (stereo unspecified)	0.3	-0.6	13	8	-5	x	-2.4	-2	0.0052
Fc1cccc(/C=N/Nc2ccccn2)c1	76*	1.3	-3	-9	-12	0	20	4	-0.66

High-throughput results from PubChem BioAssay.
